# Compound activity from PubChem BioAssay.
# Rpn11 inh: blocks the human proteasome subunit Rpn11; 360,000 compounds, 0.59% hits; human 26S proteasome, Ub4-pepOG fluorescence polarization; 20S core pre-blocked with epoxomicin; AID 588493; O00487; calls only at 20 µM;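 active means inhibition at 20 µM, scaled to each plate's controls, above about 33%, limit read from the data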
# Neddyl block: inhibitors of human cullin neddylation. P61081+Q13564. 360,000 compounds, 0.58% hits. AID 651699. calls only at 25 µM. TR-FRET cullin neddylation, biochemical; in the data active means inhibition above about 36%
# Target sequence (P61081 whole entry, looked up): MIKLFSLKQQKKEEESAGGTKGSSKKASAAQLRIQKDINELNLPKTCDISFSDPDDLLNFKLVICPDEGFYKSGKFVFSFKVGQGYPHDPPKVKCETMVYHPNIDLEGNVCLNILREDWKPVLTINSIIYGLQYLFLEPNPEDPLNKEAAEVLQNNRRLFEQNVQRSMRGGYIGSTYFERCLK
# Target sequence (Q13564 whole entry, looked up): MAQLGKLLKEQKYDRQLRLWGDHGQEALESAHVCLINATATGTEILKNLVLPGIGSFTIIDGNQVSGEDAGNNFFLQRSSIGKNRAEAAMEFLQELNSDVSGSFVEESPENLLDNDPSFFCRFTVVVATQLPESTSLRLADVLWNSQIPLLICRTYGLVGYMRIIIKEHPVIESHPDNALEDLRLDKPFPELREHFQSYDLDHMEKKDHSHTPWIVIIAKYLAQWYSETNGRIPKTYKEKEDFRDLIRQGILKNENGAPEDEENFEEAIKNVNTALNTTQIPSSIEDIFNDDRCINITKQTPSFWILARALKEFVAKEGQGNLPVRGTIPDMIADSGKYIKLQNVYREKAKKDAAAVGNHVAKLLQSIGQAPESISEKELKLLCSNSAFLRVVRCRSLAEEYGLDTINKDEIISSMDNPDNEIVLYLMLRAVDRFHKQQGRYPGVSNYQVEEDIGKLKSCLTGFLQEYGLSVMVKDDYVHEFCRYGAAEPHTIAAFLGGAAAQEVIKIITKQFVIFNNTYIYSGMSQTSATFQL
# NadD block: NadD (S. aureus) enzyme inhibition. purified NadD enzyme, colorimetric absorbance read-out. inhibition, % at 20 µM. 360,000 compounds, 0.78% hits; in the data active means inhibition above about 26%; further: some compounds past the cut are filed as inactive
# PABP1 MLLE inh: inhibitors of microRNA-mediated deadenylation, human PABP1 MLLE binding; P11940; GST-MLLE / FITC-PAM2 fluorescence polarization; inhibition, % at 20 µM; 360,000 compounds, 0.36% hits; in the data active means inhibition above about 35%, passing the limit was not always enough;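 further: plate controls were DMSO wells with GST-MLLE for no effect and wells lacking GST-MLLE protein for full effect; some results filed as inactive read as strong as hits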
# SKN-1 block: inhibitors of C. elegans SKN-1. C. elegans VP596 Pgst-4::GFP/RFP ratio, acrylamide-induced, 24 h. inhibition, % at 21.8 µM. 360,000 compounds, 0.49% hits. AID 624304;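 active means interference check ratio from 0.5 to 1.5 plus GFP to RFP signal ratio inhibition reaching or exceeding a fixed threshold, cut at about 30% in these data, passing the limit was not always enough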; further: some compounds called inactive have numbers as strong as hits
# MT1-MMP act inh: inhibitors of human MT1-MMP activation | AID 651647 | 360,000 compounds, 0.061% hits | P50281 | GFP/RFP ratio change, % at 20 µM | HT1080 RFP-PRO-GFP cells, GFP/RFP ratio fluorescence, overnight; percent of plate control window, DMSO zero;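 active means GFP/RFP ratio change of at least 30% with cell ATP level not reduced by more than half and red fluorescence within 50% of control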; further: strong numbers were not always called active
#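 Material: RFP-PRO-GFP reporter HT1080 cells. Dosing: single-point 20 µM compound, 1% DMSO. Controls: DMSO and RFP-L50D-GFP cell wells. Timing: cells overnight before dosing, compound overnight, 37 °C, 5% CO2. Measure: GFP/RFP fluorescence ratio.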
# FAS TE block: blocks the thioesterase domain of human fatty acid synthase; P49327; AID 602261; 360,000 compounds, 0.67% hits; recombinant FAS-TE, OMFH fluorogenic substrate, fluorescence endpoint; inhibition, % at 15 µM;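 active means compounds whose normalised, plate-corrected inhibition of enzyme fluorescence in the single-dose primary screen is 50% or more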;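 further: 0% = DMSO with enzyme and 100% = substrate without enzyme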
# Rin1 Abl inh: human Rin1-Abl interaction inhibition. 360,000 compounds, 0.4% hits. inhibition, % at 7.35 µM. P00519+Q13671. TR-FRET Rin1/Abl binding, biochemical; in the data active means inhibition above about 5%, passing the limit was not always enough
# CSN deneddyl inh: inhibitors of human CSN-mediated cullin deneddylation | Q92905 | Purified CSN, SCF-Nedd8-OG deneddylation, fluorescence polarization | inhibition, % at 12.5 µM | 360,000 compounds, 0.38% hits | AID 651999;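 active means pattern-corrected inhibition above about 35%, with an unprinted fluorescence ratio check between 0.5 and 1.5, limit read from the data, passing the limit was not always enough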;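 further: 0% = enzyme with substrate and 100% = substrate without enzyme; some results filed as inactive read as strong as hits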
#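 test system = HEK293T-derived human Csn5 enzyme | amount = 0.24 nM Csn5 enzyme, final concentration | medium = Tris/NaCl/DTT buffer, pH 7.5 | schedule = 90 min reaction at room temperature | signal = FP | evaluation = inhibition of Csn5 cleavage, % | compound dosing = single dose of 12.5 µM compound with 0.25% DMSO | probe or stimulus = 10 nM SCFSkp2-Nedd8OG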
# Active calls of the source: *; i = inactive; nt = no result given; + = active, no number; & = joins results of further samples.
cpd	smiles	Rpn11 inh	Neddyl block	NadD block	PABP1 MLLE inh	SKN-1 block
1	Cc1nn(C)c(C)c1S(=O)(=O)N(CC(=O)Nc1ccccn1)c1ccc(C(C)C)cc1	i	i	1	1	-8
2	COc1cc(CO)ccc1Oc1nnnn1-c1ccc(C(N)=O)cc1	i	i	-1	7	-2
3	COc1ccc(NC(=O)c2ccccc2SCc2ccccc2)cc1	i	i	-8	4	12
4	COC(=O)c1c(NC(=O)Cn2nc(C(F)F)cc2C(F)F)sc(C)c1C	i	i	-7	26	6
5	O=C(NC(=S)NCc1ccc(Cl)cc1)c1ccco1	i	i	-1	31	-8
6	OC(c1ccccc1)C(NCc1ccccc1)c1ccccc1 (configuration not stated)	i	i	-7	3	3
7	O=C(COC(=O)CNC(=O)c1ccccc1F)Nc1ncc(Cl)cc1Cl	i	i	2	9	11
8	CC(=O)c1ccc(NC(=O)CCSCCC(=O)Nc2ccc(C(C)=O)cc2)cc1	i	i	-2	18	-5
9	CCN(CC)S(=O)(=O)c1ccc2c(c1)N(CC(=O)Nc1cccnc1Cl)C(=O)CO2	i	i	-1	5	12
10	CCN1CCN(C(=O)c2ccc3c(c2)N(Cc2ccccc2F)C(=O)c2ccccc2S3(=O)=O)CC1	i	i	-4	2	-6
11	COc1ccc(/C=N/NC(=O)c2cc(C34CC5CC(CC(C5)C3)C4)[nH]n2)cc1OC	i	i	1	7	11
12	CCNc1nc(NCC)n2c(SCC(=O)Nc3ccc(Br)cc3F)nnc2n1	i	i	7	34	-1
13	CCOc1cc(/C=N/NC(=O)CSc2nncn2C)ccc1OCc1ccccc1	i	i	-4	6	-1
14	Clc1ccc(-c2nc(-c3ccccn3)no2)cc1Cl	i	i	-2	4	19
15	O=C(CCN1CCOCC1)N/N=C/c1cc(Br)cc(Br)c1O	i	nt	5	6	13

cpd	MT1-MMP act inh	FAS TE block	Rin1 Abl inh	CSN deneddyl inh
1	1	2	0	0
2	-4	-5	-1	4
3	2	14	0	-4
4	0	24	1	2
5	0	9	4	-1
6	1	-2	-10	1
7	-3	-2	2	1
8	0	-13	0	1
9	2	-7	4	4
10	-4	-4	0	8
11	-5	3	-2	-5
12	4	3	3	-2
13	-3	-7	-2	4
14	3	11	2	4
15	-2	17	1	3

# Overlap with the part before: 2 compounds; new compounds follow.
cpd	smiles	Rpn11 inh	Neddyl block	NadD block	PABP1 MLLE inh	SKN-1 block
14	Clc1ccc(-c2nc(-c3ccccn3)no2)cc1Cl	i	i	-2	4	19
15	O=C(CCN1CCOCC1)N/N=C/c1cc(Br)cc(Br)c1O	i	nt	5	6	13
16	COc1cccc(C2CC(c3cccs3)=NN2S(C)(=O)=O)c1OC (configuration not stated)	i	i	0	-14	8
17	CN(C)/C(=N\S(=O)(=O)c1ccc(Cl)cc1)c1ccc(F)cc1	i	i	-6	-6	9
18	Fc1ccccc1CNC(=S)Nc1cccc(C(F)(F)F)c1	i	i	-5	16	-5
19	CCCCN(CCCC)c1cc(C)nc(-c2ccccc2O)n1	i	nt	12	11	-31
20	Cc1c(C=O)c(=O)n(-c2ccccc2)n1C	i	i	9	6	0
21	COc1ccc(C2=C(C)CC(C)(C)NC2=O)cc1OC	i	i	5	11	10
22	Cc1sc2nc(SCc3ccccc3)n(Cc3ccco3)c(=O)c2c1C	i	i	1	-6	1
23	O=C(O)c1cccc(CN2C(=O)SC(Nc3ccccc3)C2=O)c1 (configuration not stated)	i	i	-4	28	-6
24	CCCCOc1ccc(C(=O)NNC(=O)C2C3CCC(C3)C2C(=O)O)cc1 (configuration not stated)	i	i	0	-17	-3
25	CN(C)C(=O)c1cc(C(=O)c2ccccc2Br)c[nH]1	i	i	-3	-8	2
26	O=C(Nc1ccc(Br)cc1)Nc1cnccn1	i	i	-2	-3	0
27	CS(=O)(=O)NCCOc1ccc(S(=O)(=O)N2CCCc3ccccc32)cc1	i	i	-6	1	1
28	O=C1C2CCCN2C(=S)N1C1CCCCC1 (configuration not stated)	i	i	2	7	2
29	Cc1cccc(NS(=O)(=O)c2ccc(Cl)cc2)n1	i	i	0	0	4
30	O=C(NC(=S)Nc1ccccc1N1CCCCC1)c1ccc(F)cc1	i	i	2	29	-1

cpd	MT1-MMP act inh	FAS TE block	Rin1 Abl inh	CSN deneddyl inh
14	3	11	2	4
15	-2	17	1	3
16	-3	-4	1	-1
17	-1	0	2	-3
18	5	30	-3	-2
19	-5	22	1	3
20	2	-7	1	-1
21	0	-6	0	0
22	-5	20	3	4
23	-1	-5	-2	4
24	3	1	-1	2
25	4	-5	0	-2
26	-6	0	0	-2
27	-13	1	-2	5
28	2	-1	-1	3
29	3	-3	1	3
30	-2	20	-3	0

# Other structures
cpd	smiles	Rpn11 inh	Neddyl block	NadD block	PABP1 MLLE inh	SKN-1 block
31	Cc1ccc(C)c(S(=O)(=O)N2CCN(C(=O)CCCc3c[nH]c4ccccc34)CC2)c1	i	i	-5	-6	9
32	Cc1cccc(C)c1NC(=O)NC1(C(=O)N2CCOCC2)CCCCC1	i	i	-3	-4	-4
33	CC1CN(C(=O)c2cccc(COc3ccccc3Cl)c2)CC(C)O1 (configuration not stated)	i	i	-2	9	7
34	Cn1c(C(=O)N2CCC(C(N)=O)CC2)cc2c(=O)n(C)c3ccccc3c21	i	i	-1	7	3
35	O=C(NN1CCOCC1)c1cccc2ccccc12	i	i	-1	10	7
36	Cc1cc(Cl)ccc1NC(=O)CCN1C(=O)NC(C)(C)C1=O	i	i	-1	3	-3
37	CCOc1ccc(/C=N/Nc2ccccc2)cc1	i	i	-1	7	9
38	C=CCN1C(=O)CS/C1=N\N=C\c1cccc([N+](=O)[O-])c1	i	i	-2	18	-1
39	CCCn1c(SCC(=O)NC23CC4CC(CC(C4)C2)C3)n[nH]c1=O	i	i	-1	-24	-4
40	CC1CCc2c(sc3nc(CSc4n[nH]c(N)n4)[nH]c(=O)c23)C1 (configuration not stated)	i	i	-1	-4	4
41	O=C(Nc1nc(-c2ccccc2)cs1)c1ccccc1NS(=O)(=O)c1ccc(F)cc1	i	i	10	16	24
42	O=C(CSc1nccc(-c2ccc(Br)cc2)n1)NCCc1ccccc1	i	i	-6	11	13
43	O=[N+]([O-])c1ccccc1/C=C/CN1CCCCC1	i	i	-5	1	-10
44	COc1ccccc1C(=O)NC(=S)Nc1ccc(NC(=O)c2cccs2)cc1	i	i	5	19	-8
45	CCCCNc1c(-c2ccc(SC(C)CC)cc2)nc2ccccn12 (configuration not stated)	i	i	3&-5	-14	-1&4

cpd	MT1-MMP act inh	FAS TE block	Rin1 Abl inh	CSN deneddyl inh
31	-4	20	-1	-2
32	3	-4	3	5
33	5	1	1	2
34	7	-6	4	5
35	3	-9	-1	1
36	-3	-8	1	-3
37	1	4	2	3
38	2	8	-3	1
39	2	-7	-1	3
40	4	6	-1	1
41	-36	44	-4	-1
42	1	19	-2	0
43	-1	-4	-2	-1
44	7	18	-1	-5
45	10&12	32&26	0	-2&1

# Reformatted: results already given.
42	O=C(CSc1nccc(-c2ccc(Br)cc2)n1)NCCc1ccccc1
34	Cn1c(C(=O)N2CCC(C(N)=O)CC2)cc2c(=O)n(C)c3ccccc3c21
33	CC1CN(C(=O)c2cccc(COc3ccccc3Cl)c2)CC(C)O1 (configuration not stated)
31	Cc1ccc(C)c(S(=O)(=O)N2CCN(C(=O)CCCc3c[nH]c4ccccc34)CC2)c1
40	CC1CCc2c(sc3nc(CSc4n[nH]c(N)n4)[nH]c(=O)c23)C1 (configuration not stated)

Compound	42	34	33	31	40
Rpn11 inh	i	i	i	i	i
Neddyl block	i	i	i	i	i
NadD block	-6	-1	-2	-5	-1
PABP1 MLLE inh	11	7	9	-6	-4
SKN-1 block	13	3	7	9	4
MT1-MMP act inh	1	7	5	-4	4
FAS TE block	19	-6	1	20	6
Rin1 Abl inh	-2	4	1	-1	-1
CSN deneddyl inh	0	5	2	-2	1

# Next part:
cpd	smiles	Rpn11 inh	Neddyl block	NadD block	PABP1 MLLE inh	SKN-1 block
46	CCOC(=O)c1sc2nccc(N(C)C)c2c1N=CNOCc1ccccc1	i	+	-5	1	5
47	Cc1cccc(/C=C2/C(=O)/C(=C/c3ccccc3C)C3CCC2N3C)c1 (configuration not stated)	i	i	1	-5	0
48	O=C(Nc1cccc(C(=O)O)c1)/C(=C\c1ccccc1)NC(=O)c1ccco1	i	i	-3	8	-5
49	Cc1nc(CS(=O)c2ccccc2)cc(N2CCOCC2)n1 (configuration not stated)	i	i	-4	-5	3
50	COc1ccc(NC(=O)/C=C/c2ccc(C)o2)cc1S(=O)(=O)N1CCOCC1	i	i	3	14	10
51	CCc1ccccc1NC(=S)N(Cc1ccc(OC)cc1)CC1CCC(C(=O)O)CC1 (configuration not stated)	i	i	2	6	2
52	CCCN(Cc1cc2ccccc2[nH]c1=O)C(=O)c1cccc([N+](=O)[O-])c1	i	i	-3	-2	-5
53	Cc1ccc(-n2[nH]c(C)c(/C=N/Nc3ccc([N+](=O)[O-])cc3[N+](=O)[O-])c2=O)cc1C	i	i	37*	-8	6
54	Cc1ccc(N/C=C(/C#N)c2ccsc2)cc1	i	i	-6	-7	13
55	Cc1ccc2nc(N3CCN(CCO)CC3)nc(-c3ccccc3)c2c1	i	nt	-7	-7	1
56	Cc1ccc(CCNC(=O)CS(=O)Cc2nc(-c3cccc(C)c3)oc2C)cc1 (configuration not stated)	i	i	-2	-1	-8

cpd	MT1-MMP act inh	FAS TE block	Rin1 Abl inh	CSN deneddyl inh
46	0	18	-1	-1
47	0	3	-2	-3
48	3	0	-3	0
49	1	1	4	-2
50	-2	-7	2	-3
51	-2	-5	4	-2
52	1	1	1	-4
53	17	55*	-3	-6
54	-1	14	-4	-2
55	-4	-5	-3	-1
56	-1	2	2	0
